Assay outcomes deposited in PubChem by Sanford-Burnham Center for Chemical Genomics.
Rat MKP-3 inhibitors: inhibition of rat DUSP6 enzyme activity – biochemical, in vitro, primary screen (AID 425); inhibition, % at 20 µM, or IC50 in µM where a hit was titrated; actives 0.17% (n = 110,000); recombinant MKP-3 phosphatase activity, fluorescence; higher % means a stronger effect; in the data active means inhibition above about 50%;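 further: plate controls were vehicle for no effect and reference inhibitor for full effect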
Hsp70 displacement: small molecules displacing fluorescent ligand from Hsp70 – biochemical, fluorescence polarization, primary screen (AID 583) | Hsp70 fluorescence polarization probe displacement, mP; higher % means a stronger effect | displacement, % at 20 µM, or IC50 in µM where a hit was titrated | actives 0.06% (n = 140,000); in the data active means displacement above about 50%;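 further: plate controls were vehicle for no effect and reference ligand for full effect; a part of the inactive calls stands beside numbers as strong as those of hits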
* marks the source's active call; other numbers are inactive results; . = not tested or not shown; & = joins results of further samples.

nr	mol	Rat MKP-3 inhibitors	Hsp70 displacement
1	CCC1CCc2c(sc(NC(=O)CCC(=O)O)c2C#N)C1 (configuration not stated)	2%	0.8%
2	CC(C)c1ccc(/C=C(\NC(=O)c2ccccc2)C(=O)NCC2CCCO2)cc1 (configuration not stated)	2%	-1.3%
3	Cc1sc2ncnc(N3CCN(c4ncccn4)CC3)c2c1C	-8%	33%
4	CS(=O)(=O)N(CC(=O)Nc1ccc2c(c1)OCO2)c1ccc(Cl)cc1	-5%	4.5%
5	COc1ccc(C2C(C(=O)c3ccco3)=C(O)C(=O)N2Cc2cccnc2)cc1OC (configuration not stated)	-12%	-5.8%
6	COc1ccccc1NC(=O)CN(C)S(=O)(=O)c1cc(C)ccc1OC	.	2.8%
7	Cc1ccc(C)c(NS(=O)(=O)c2c(C)nn(C)c2C)c1	0%	-0.1%
8	O=C(CN1CCN(c2ccccn2)CC1)Nc1ccc(F)cc1	.	-1.5%
9	CCC(=O)c1ccc(OCC(O)CN2CCCC2)c(OC)c1 (configuration not stated)	4%	-1.1%
10	CCc1ccc(-c2cc(C(=O)NC(C)C)c3ccccc3n2)cc1	-3%	1.2%
11	CN1CCN(Cc2c(O)ccc3occ(C(=O)c4ccccc4)c23)CC1	-10%	0.6%
12	Cc1ccc(S(=O)(=O)N2CCCSCC2)cc1	-11%	2.5%
13	Cc1ccc(Cn2c(-c3nonc3N)nc3ccccc32)cc1	-6%&2%	0.7%
14	COC(=O)CSc1nnc(-c2ccc(S(=O)(=O)NCc3cccs3)cc2)o1	1%	-4.9%
15	Cc1cccn2c(=O)c(/C=C(\C#N)S(=O)(=O)c3ccccc3)c(N3CCN(C)CC3)nc12	1%	7.1%
16	Cn1c(=O)c2cc(S(=O)(=O)NCCC(=O)Nc3ccc(Cl)cc3)ccc2n(C)c1=O	-3%	-1.8%
17	Nc1ccc(C(=O)Nc2ccc3nc(-c4cccnc4)[nH]c3c2)cc1	.	3.2%
18	CC(C)(C)c1ccc(C(=O)Nn2c(CCC(=O)O)ccc2-c2cccs2)cc1	.	-5.5%
19	O=C(NCC1COc2ccccc2O1)C(c1ccccc1)c1ccccc1 (configuration not stated)	1%	2.5%
20	COc1ccc(NC(=O)NCCCN2CCCC2=O)cc1	1%	1.0%
21	O=C(NC1CCCCCCC1)C1CCN(c2nc3ccccc3o2)CC1	2%	0.4%
22	CN(/N=C/c1cc([N+](=O)[O-])ccc1O)c1ccccc1	2%	-0.6%
23	CCc1nc(OCc2ccco2)c2sc3nc4c(cc3c2n1)COC(C)(C)C4	-3%	5.7%
24	O=C(c1cc2n(n1)C(C(F)(F)F)CC(c1ccc(Cl)c(Cl)c1)N2)N1CCN(Cc2ccccc2)CC1 (configuration not stated)	2%	2.9%
25	COc1ccc(Cn2nnnc2CN2CCc3ccccc32)cc1	3%	-4.1%
26	COc1cc(-c2c(C#N)c(=O)[nH]c3c2c(C)nn3-c2ccccc2)ccc1O	-4%	1.7%
27	C=CCN(c1ccc(C(=O)N2CCN(c3ccc(F)cc3)CC2)cc1)S(C)(=O)=O	3%	-2.3%
28	O=C(NCc1ccccc1)C1(c2ccccc2)CCN(S(=O)(=O)c2ccccc2)CC1	.	-0.5%
29	O=C(NCCN1CCOCC1)/C(=C/c1ccc(Cl)cc1)NC(=O)c1ccccc1	2%	-2.1%
30	Cc1cc(Nc2ccc(Br)cc2)nc2ccccc12	1%	3.2%
31	Cc1cccc(NC(=O)CSc2nc(C)cc(C)n2)c1	0%	-2.5%
32	Cc1cc(C)nc(/N=C(/N)Nc2ccc(C(=O)O)cc2)n1	4%	5.4%
33	CCc1nnc2sc(-c3ccc(NC(=O)c4ccc5c(c4)OCCO5)cc3)nn12	-1%	1.0%
34	CCCCn1nc(C(=O)O)ccc1=O	-1%	6.1%
35	O=C(O)CCC(=O)NNC(=O)c1ccncc1	0%	4.6%
36	O=C(O)CN1CCCC1=Nc1ccccc1	.	7.7%
37	CC(C)(C)NS(=O)(=O)c1ccc(CCC(=O)NCc2cccnc2)cc1	.	4.1%
38	CCN(C(=O)CSc1ncn[nH]1)C1CCCCC1	.	1.0%
39	CCCS(=O)(=O)N1CCN(C(=O)c2cccs2)CC1	-9%	6.4%
40	CC(C)CCNC(=O)c1ccc(Cl)c([N+](=O)[O-])c1	4%	0.1%
41	Cc1cccc(C)c1OCC(=O)NCc1nnc(SCC(=O)NC2CCCCC2)n1C	-11%	-0.3%
42	CCc1ccc(C(=O)CN(C#N)c2nc(C)cc(C)n2)cc1	.	-0.4%
43	Cc1ccc(S(=O)(=O)NCC(=O)N2CCCCC2)cc1	1%	-0.9%
44	O=C(O)CNC(=O)CC12CC3CC(CC(C3)C1)C2	-5%	-0.6%
45	Cc1ccc(C)n1-c1ccc(C(=O)O)c(Cl)c1	28%	34%
46	COc1ccc(S(=O)(=O)N(CC(=O)O)c2ccccc2)cc1	-12%	.
47	Cc1ccc(C)c(NC(=O)Cn2nc(C)c3ccccc3c2=O)c1	-4%&3%	4.5%&-5.6%
48	C=CCn1c(COc2cccc3cccnc23)nnc1SCC(=O)OC	-4%	-2.9%
49	O=[N+]([O-])c1ccc(Cl)c(/C=N/N2CCN(Cc3ccccc3)CC2)c1	.	0.2%
50	N#Cc1c(NCc2ccccc2)ccnc1NCc1cccnc1	-6%	-1.1%

(further entries)
nr	mol	Rat MKP-3 inhibitors	Hsp70 displacement
51	O=C(Cn1c(CC(=O)N2CCOCC2)nc2ccccc21)Nc1ccc2c(c1)OC(F)(F)O2	-7%	3.0%
52	CCCP(=O)(CC(=O)O)c1ccccc1 (configuration not stated)	-10%	1.8%
53	CCOc1ccc(NC2=NS(=O)(=O)c3ccccc32)cc1	-4%	4.3%
54	O=C(Nc1cnn(Cc2ccc(F)cc2)c1)c1cc2nc(-c3ccco3)cc(C(F)(F)F)n2n1	-5%	1.2%
55	Cc1ccc(-c2nnc(N3CCN(C(=O)CN4CCOCC4)CC3)c3ccccc23)cc1	.	-1.3%
56	COc1cccc(N(CC(=O)N2CCN(C)CC2)S(=O)(=O)c2ccccc2)c1	-8%	5.6%
57	Cc1cc(C)cc(N(CC(=O)O)S(=O)(=O)c2ccccc2)c1	0%	-1.6%
58	CC1CCCN(C(=O)CNC(=O)Cn2ccc3ccccc3c2=O)C1 (configuration not stated)	-3%	-2.7%
59	CCOCCCNC(=O)c1cc2sc(Cl)cc2n1CC	-3%	2.2%
60	O=C(NCCOCCOCCNC(=O)c1cccnc1)c1cccnc1	9%	1.0%
61	COC(=O)c1ccccc1NC(=O)COc1ccc(Br)cc1	-3%	2.9%
62	COc1ccc2c(c1)C(=O)N(c1ccc(C)cc1)C(=O)C2	.	0.7%
63	O=C(Nc1ccc(N2CCCCC2)cc1)c1ccc(-c2ccccc2)cc1	-4%	-1.9%
64	c1cc(Nc2ncnc3sc4c(c23)CCC4)ccn1	2%	-5.9%
65	CC1=C(C(=O)Nc2ccccc2)C(c2cccs2)C(C#N)=C(SCC#N)N1 (configuration not stated)	-7%	-6.5%
66	OCCNCCCCOc1ccccc1F	-5%	7.6%
67	O=C(Nc1cc(C(F)(F)F)cc(C(F)(F)F)c1)c1ccco1	3%	1.0%
68	O=C(CCn1c(=O)sc2ccccc21)Nc1ccon1	.	-1.2%
69	COc1ccccc1CNC(=O)N[C@@H](Cc1ccccc1)C(=O)O	-7%	-0.4%
70	FC(F)(F)c1nnc2sc(-c3ccco3)nn12	-7%	-0.9%

Gathered by group, those above containing an NH in an aromatic ring.
nr	mol	Rat MKP-3 inhibitors	Hsp70 displacement
17	Nc1ccc(C(=O)Nc2ccc3nc(-c4cccnc4)[nH]c3c2)cc1	.	3.2%
26	COc1cc(-c2c(C#N)c(=O)[nH]c3c2c(C)nn3-c2ccccc2)ccc1O	-4%	1.7%
38	CCN(C(=O)CSc1ncn[nH]1)C1CCCCC1	.	1.0%

(list continues)
nr	mol	Rat MKP-3 inhibitors	Hsp70 displacement
71	Fc1ccc(Nc2nc(Oc3ccc4c(c3)OCO4)nc(N3CCOCC3)n2)c(F)c1	-4%	.
72	O=C(CCNC(=O)Cn1ccc2ccccc2c1=O)NCCCN1CCN(c2ccc(F)cc2)CC1	1%	2.1%
73	CC(C)OC(=O)COc1ccc(-c2ccccc2)cc1	.	-0.6%
74	CCOCCCNC(=O)c1c[nH]c2ccc(C)cc2c1=O	.	-1.4%
75	CN(c1ccc(C(=O)NCC2CCCO2)cc1)S(=O)(=O)c1ccccc1 (configuration not stated)	-7%	11%
76	O=C(CCc1ccccc1)N1CCN(c2nc3ccc([N+](=O)[O-])cc3s2)CC1	0%	-0.5%
77	COc1cc(-c2[nH]nc3c2C(c2ccoc2)C(C#N)=C(N)O3)cc(OC)c1OC (configuration not stated)	.	1.2%
78	CCOC(=O)c1cc(-c2ccc(C)cc2)n(CCC(=O)NC(C)CC)c1C (configuration not stated)	.	2.8%
79	O=C(O)Cc1cc2c(s1)CCCCC2	-6%	-2.3%
80	CCOc1ccc(NC(=O)C2CCC(C)(C(=O)O)C2(C)C)cc1 (configuration not stated)	-7%	3.9%

Reprinted at random: three records from the list, in no set order.
nr	mol	Rat MKP-3 inhibitors	Hsp70 displacement
71	Fc1ccc(Nc2nc(Oc3ccc4c(c3)OCO4)nc(N3CCOCC3)n2)c(F)c1	-4%	.
74	CCOCCCNC(=O)c1c[nH]c2ccc(C)cc2c1=O	.	-1.4%
72	O=C(CCNC(=O)Cn1ccc2ccccc2c1=O)NCCCN1CCN(c2ccc(F)cc2)CC1	1%	2.1%

Following part
nr	mol	Rat MKP-3 inhibitors	Hsp70 displacement
81	O=C(Nc1cccc(C(F)(F)F)c1)c1c(O)c2ccccc2[nH]c1=O	-1%	0.9%
82	Cc1ccccc1CNCc1cccnc1	.	1.9%
83	CC(=O)N1CCN=C1SCc1ccc(Br)cc1	-3%	-1.0%
84	OCC1(C2=NOC(O)(C(F)(F)F)C2)CCCCC1 (configuration not stated)	-5%	7.4%
85	CCCCC(=O)NCc1ccc2c(c1)cc(C)n2C	.	-0.8%
86	Cc1ccc(S(=O)(=O)Nn2c(C)ccc2C)cc1	-15%	-2.5%
87	Cc1csc(SCc2c(C(=O)O)oc3ccccc23)n1	-8%	1.4%
88	COC(=O)Nc1c(C)n(C)n(-c2ccccc2)c1=O	-3%	-2.9%
89	CN1C(=O)C(=O)/C(=C(\O)c2ccc(Cl)cc2)C1c1cccc([N+](=O)[O-])c1 (configuration not stated)	-2%	2.0%
90	COC(=O)c1ccc(Nc2nc(C)cc(C)n2)cc1	.	6.8%
91	O=C(O)c1cccc(CSc2nnc(-c3ccco3)o2)c1	.	1.7%
92	Cc1nnc(NC(=O)c2sc3ccccc3c2Cl)s1	-4%	2.5%
93	COC(=O)c1cccc(COC(=O)c2ccccc2NC(=O)c2ccco2)c1	-4%	4.6%
94	COc1ccc(NC(=O)C2CCN(C(=O)c3cccs3)CC2)c(OC)c1	.	5.2%
95	CCOc1ccccc1NC(=O)c1cc(CC(C)C)oc1C	-8%	0.2%
96	O=C(Cn1cnc2c(nnn2-c2ccccc2)c1=O)N1CCCc2ccccc21	-11%	2.3%
97	COCCCNC(=O)C1CCN(c2ncccn2)CC1	-8%	-5.0%
98	Clc1ccc2nc3ccccn3c2c1	-8%	0.6%
99	CCN1C(=O)/C(=C2\SC(=S)N(CC(=O)O)C2=O)c2ccccc21	6%	-2.2%
100	CCC(=O)N1CCc2cc(S(=O)(=O)NC(Cc3ccccc3)C(=O)NC3CCCCC3C)ccc21 (configuration not stated)	.	-1.9%
101	CCN(CC)S(=O)(=O)c1ccc(N2CCN(S(=O)(=O)c3ccccc3C#N)CC2)nc1	.	-0.8%
102	COc1cc(/C=C(\C#N)c2ccc([N+](=O)[O-])cc2)c(OC)cc1Br	0%	-25%
103	Cc1cc(C)n(S(=O)(=O)Cc2ccccc2)n1	5%	-2.6%
104	COc1ccccc1N1C(=O)c2cccc3c(N4CCN(C)CC4)ccc(c23)C1=O	2%	112%
105	COC(=O)C1=C(C)N=C2SCCC(=O)N2C1c1cc(Br)ccc1OC (configuration not stated)	-11%	1.4%
106	Cn1c(C(=O)NCc2ccccc2)cc2oc3ccccc3c21	.	1.1%
107	Cc1ccc(-c2noc(CCC(=O)Nc3ccccc3C)n2)cc1	-17%	8.4%
108	Cn1ncc([N+](=O)[O-])c1C(=O)Nc1nc2ccccc2n1CCN1CCCCC1	.	5.5%
109	CCC1CCCCN1C(=O)COC(=O)c1cc2ccccc2cc1O (configuration not stated)	-6%	-2.5%
110	CC1(C)CC(=O)C=C(Nc2ccc(OCC(F)(F)C(F)F)cc2)C1	-5%	-0.8%
111	Cc1ccc(-n2nc(C)cc2NC(=O)c2ccc(C)s2)cc1	.	-3.1%
112	NC1=NS(=O)(=O)NC1c1ccc(Cl)cc1 (configuration not stated)	.	5.5%
113	CCOc1cc2[nH]c(=S)n(CCN3CCCCC3C)c(=O)c2cc1OCC (configuration not stated)	.	-1.8%
114	CC(C)(C)c1ccc(C(=O)Nc2cc(C(N)=O)c(Cl)cc2Cl)cc1	0%	-0.2%
115	N/C(=N\c1nc2ccccc2o1)NC(=O)c1ccccc1F	.	1.0%
116	Cc1onc(-c2ccccc2Cl)c1C(N)=O	-9%	5.1%
117	Cc1ccc2nc(Nc3ccccc3)c(C=O)c(=O)n2c1	2%	-0.3%
118	Cc1ccc(C(=O)OCC(=O)Nc2ccccc2)cc1NC(=O)c1ccco1	-10%	-1.9%
119	CCc1nnc(NS(=O)(=O)c2ccc(NS(=O)(=O)c3ccc(NC(C)=O)cc3)cc2)s1	2%	-5.1%

The list is partial; the hit share may differ from the screen's.
